Assay outcomes (PubChem BioAssay)
SIRT5 block = SIRT5 desuccinylase inhibitors, primary screen, biochemical, fluorescence imaging, single point, set 5; NAD-dependent protein deacylase sirtuin-5, mitochondrial (Homo sapiens), Q9NXA8; 330,000 tested, 1.1% active; AID 652115, 2013; Purified SirT5, succinyl-peptide AMC, trypsin-coupled fluorescence; inhibition, % at 15 µM; in the data active means inhibition above about 15%; inconclusive means no clear call, values can overlap the other calls
Target sequence (Q9NXA8 whole entry, looked up): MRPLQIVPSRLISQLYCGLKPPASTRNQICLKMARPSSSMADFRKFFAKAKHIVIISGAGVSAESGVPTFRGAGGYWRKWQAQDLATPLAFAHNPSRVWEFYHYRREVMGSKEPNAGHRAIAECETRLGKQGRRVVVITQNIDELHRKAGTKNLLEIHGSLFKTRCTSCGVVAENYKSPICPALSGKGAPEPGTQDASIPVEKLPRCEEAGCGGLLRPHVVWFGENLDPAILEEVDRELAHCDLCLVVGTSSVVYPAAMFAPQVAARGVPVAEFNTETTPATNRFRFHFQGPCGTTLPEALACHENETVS
ERAP1 HTS inh = human ERAP1 aminopeptidase inhibitors, primary screen, biochemical, single point, plate reader; inhibition, % at 10.7 µM; recombinant ERAP1, Leu-AMC fluorescence, 60 min; Endoplasmic reticulum aminopeptidase 1 (Homo sapiens), Q9NZ08; 340,000 tested, 0.15% active;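 active means mean replicate inhibition of at least 30%, or all replicates individually reaching that 30% level; inactive means mean below 30% and not every replicate reaching it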;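 further: 0% = neutral control wells and 100% = L-leucinethiol positive control wells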
Cneo AK release = Cryptococcus neoformans cell lysis inducers, primary screen, AK release luminescence, single concentration | 360,000 tested, 0.2% active | lysis activity, % at 15 µM | C. neoformans lysis, adenylate kinase release luminescence, 4 h; normalised: neutral wells 0, clomiphene wells 100 | AID 651654, 2012;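 active means mean lysis activity across replicates of at least 80%, whatever share of replicates individually reach that level; inactive means mean lysis activity below 80%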
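Test system: log-phase Cryptococcus neoformans yeast cells; Quantity: yeast cell density of 5 × 10^6 cells/mL; Buffer or medium: YPD; Doses: single compound concentration per well; Timing: 4 h at 37 °C static, read 1 h later; Measured by: AK luminescence; Read-out basis: lysis from increased AK signal; Control set: Clomiphene as positive control.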
Statin myotox sup = suppressors of statin myotoxicity in C2C12 myotubes, primary screen, cell-based, single point, plate reader; rescue of ATP level, % at 7.49 µM; 330,000 tested, 0.78% active; C2C12 myotubes + simvastatin, ATP luminescence, 48 h; scaled: DMSO 0, geranylgeraniol control 100; AID 602340, 2012;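 active means mean ATP rescue above about 67%, or every replicate alone reaching that limit, limit read from the data, passing the limit was not always enough; inconclusive means no clear call, values can overlap the other calls; inactive means mean under the limit and some replicate under it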;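 further: myotubes were challenged with 10 µM simvastatin during compound exposure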
PGC1a acetyl inh = inhibitors of PGC1a acetylation signal, primary screen, cell-based, U2OS, AlphaScreen, inhibitor mode. 350,000 tested, 0.17% active. inhibition, % at 15.6 µM. AlphaScreen anti-acetyl-lysine; with virally co-expressed GCN5 acetyltransferase;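 active means every replicate shows inhibition of at least 40%; inconclusive means mean inhibition at least 40% but some replicate below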;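 further: 0% = neutral control wells and 100% = positive control wells; some results beyond the cut were filed as inactive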
Xi reactivation = activators of inactive X chromosome reactivation, primary screen, imaging, XiGFP fibroblasts, GFP high-content imaging, set 2; XiGFP mouse fibroblasts, % GFP-positive cells imaging, 3 d; cells co-treated with 5-aza-dC sensitizer; scaled so ellipticine positive control = 100%; activation, % at 7.58 µM; 360,000 tested, 0.055% active; AID 743238, 2013;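 active means mean normalized replicate activation at least 10% and every replicate at or above 10%; inconclusive means only one of the two criteria met; inactive means mean below 10% and not all replicates reach 10%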;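 further: 0% = median of on-plate neutral control wells and 100% = ellipticine 6 µM median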
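Schedule: 3 d treatment, 15 min room-temperature fixation; system: 68-5-11 XiGFP fibroblast line; buffer or medium: DMEM plus 5-aza-dC sensitizer; control set: ellipticine 6 µM positive control; compound: one concentration, pinned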
S100A4 MyoIIA = inhibitors of S100A4-myosin IIA peptide binding, primary screen, biochemical, fluorescence polarization, TAMRA-MyoIIA peptide | 360,000 tested, 0.14% active | inhibition, % at 10.7 µM | Protein S100-A4 (Homo sapiens), P26447;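 active means mean inhibition of at least 70% across replicates, with every replicate also reaching that level; inconclusive means mean inhibition reaches 70% but some replicates fall short; inactive means mean inhibition below 70%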
Target sequence (P26447 whole entry, looked up): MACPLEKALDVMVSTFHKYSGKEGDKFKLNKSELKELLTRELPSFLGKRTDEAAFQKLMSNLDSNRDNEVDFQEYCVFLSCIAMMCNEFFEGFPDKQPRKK
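incubation = readout 5 min after mixing, signal stable up to 60 min | system = S100A4 monomer protein | buffer or medium = HEPES pH 7.2 with CaCl2, KCl, NaCl, DTT, Triton | benchmarks = neutral control DMSO, positive control TFP | also added = fluorescent myosin IIA peptide, 5 nM | compound dosing = one concentration per compound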
LGR2 inh = inhibitors of bursicon-induced LGR2 CRE-luciferase signal, primary screen, cell-based, HEK293, CRE-luciferase reporter, bursicon stimulation | Drosophila bursicon receptor LGR2 (rickets) | bursicon-stimulated, 4 h | inhibition, % at 9.99 µM | 380,000 tested, 0.35% active | AID 720647, 2013;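 active means drop in luminescence signal, shown as inhibition above about 50% in the replicate tests, limit read from the data, passing the limit was not always enough; inconclusive means probably only some replicates passing the limit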;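 further: agonist challenge used bursicon conditioned medium at about half maximal strength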
* marks the source's active call; other numbers are inactive results; ? = inconclusive; / = not tested or not shown. A portion of the library; count on the stated rates, not on these rows.

SMILES	SIRT5 block	ERAP1 HTS inh	Cneo AK release	Statin myotox sup	PGC1a acetyl inh	Xi reactivation	S100A4 MyoIIA	LGR2 inh
CC(C)(C)c1ccc(NC(=O)COC(=O)CCN2C(=O)c3cccc([N+](=O)[O-])c3C2=O)cc1	/	-4	/	/	/	0.0	4	-14
O=C(O)CCC(NC(=O)C1CCCN1C(=O)OCc1ccccc1)C(=O)O (stereo unspecified)	/	-5	/	/	-5	0.2	13	-17
COc1ccc(S(=O)(=O)N(C)C[C@H]2OCCCC[C@@H](C)Oc3ccc(NS(=O)(=O)c4ccc(C)cc4)cc3C(=O)N([C@@H](C)CO)C[C@H]2C)cc1	24*	0	4	22	7	0.0	-13	1
C[C@H](CO)N1C[C@H](C)[C@H](CN(C)C(=O)Nc2ccc(C(F)(F)F)cc2)Oc2c(NS(C)(=O)=O)cccc2C1=O	1	-2	6	-7	-1	0.2	-8	12
CN(C)S(=O)(=O)c1ccc(C(=O)NNC(=O)C2COc3ccccc3O2)cc1 (stereo unspecified)	-5	-2	/	/	/	0.1	0	-3
CCOc1cccc(CNCc2ccc(C(=O)O)cc2)c1	5	-2	/	3	18	0.0	8	-15
COc1cc(SC)ccc1C(=O)Nc1c(Cl)cncc1Cl	0	-8	/	4	4	0.1	5	-4
CC(C)(C)N(Cc1ccccc1)C(=O)COC(=O)c1ccc(N2CCCC2=O)cc1	2	1	0	-2	/	?	3	24
Cc1c(CCC(=O)O)c(=O)oc2c(C)c(OCc3ccccc3Cl)ccc12	-8	0	1	-1	-4	0.5	-5	-23
CC(=O)N(C[C@@H]1N[C@@H](CO)[C@@H]1c1ccc(-c2ccc(F)cc2)cc1)C(C)C	-4	-1	3	-13	-6	0.1	19	-4
COCC#Cc1ccc2c(c1)O[C@H](CN(C)Cc1ccccc1)[C@@H](C)CN([C@@H](C)CO)S2(=O)=O	-1	3	0	-77	8	-0.7	-14	-2
c1ccc(-c2ccccc2OCCCCN2CCCCCC2)cc1	-3	2	7	-51	-13	0.2	7	9
O=C(C[C@H]1C=C[C@@H](NC(=O)C2CCOCC2)[C@H](CO)O1)Nc1ccc(-c2ccccc2)cc1	3	-1	-9	3	8	-0.1	3	9
CCCN(C)C[C@@H]1Oc2ncc(-c3cccc(C(F)(F)F)c3)cc2C(=O)N([C@H](C)CO)C[C@@H]1C	-4	3	1	10	-6	-1.0	-2	10
COc1ccc(NC2CCCN(C(=O)CSc3ccccc3)C2)cc1 (stereo unspecified)	-4	3	-1	14	11	0.0	-3	-3
O=C(CN1C(=O)S/C(=C\c2cccs2)C1=O)Nc1ccc(O)c(C(=O)O)c1	6	0	-4	-4	-1	0.3	0	10
c1cn2c(Nc3ccc4c(c3)OCCO4)c(-c3ccc(N4CCOCC4)cc3)nc2cn1	-4	0	/	/	8	0.0	6	-22
C=CCN1C(=O)c2ccccc2NC1c1cc(Br)cs1 (stereo unspecified)	/	2	7	-3	/	0.4	-4	17
COc1ccc(NC(=O)Cn2c([N+](=O)[O-])cnc2C)cc1Cl	0	0	-2	8	2	0.2	-2	-5
COCC(=O)Nc1ccc2c(c1)[C@@H]1C[C@H](CC(=O)N[C@H](C)c3ccccc3)O[C@@H](CO)[C@@H]1O2	3	-2	4	0	3	0.1	-3	-11
C[C@@H]1CN([C@H](C)CO)C(=O)CCCn2cc(nn2)CO[C@@H]1CN(C)Cc1ccc(C(=O)Nc2ccccc2N)cc1	2	3	-9	-7	-2	-0.7	4	3
CCc1nnc(NC(=O)c2ccc(-c3ccc(F)cc3)o2)s1	0	-1	/	/	/	0.3	-4	-6
CC(C)c1nc(SCC(=O)NCC2CCCO2)c2c(=O)n(C)c(=O)n(C)c2n1 (stereo unspecified)	-4	1	8	/	/	0.0	12	11
Cc1ccc(S(=O)(=O)N(C)C)cc1NC(=S)N1CCc2ccccc21	1	-2	2	2	3	0.2	-4	-7
CCCNC(=O)C1(C)CCCN(C(=O)C2(c3ccc(Cl)cc3)CCCC2)C1 (stereo unspecified)	30*	7	0	13	-12	0.1	-1	-21
O=C1NC(Cc2ccccc2)c2nc3ccc(Cl)cc3c(=O)n2-c2cc3ccccc3cc21 (stereo unspecified)	1	/	-1	-5	/	0.0	3	-1
Cc1nnc(SCc2cc(=O)[nH]c(/N=C(\N)Nc3ccccc3)n2)s1	-1	0	8	/	1	0.0	0	-5
O=C1CCC[C@@H]2C[C@@]3(C[C@@H]4CCN1[C@H]24)Nc1cc(Cl)c(Cl)cc1NC3=NCc1ccccc1	-1	3	0	52	6	-0.1	-2	-30
Cc1ccc(S(=O)(=O)N2CCCc3nc(-c4ccc(Br)cc4)ccc32)cc1	/	2	/	/	/	0.1	28	-15
CCCNC(=O)N1[C@@H]2c3ccc(-c4ccccc4OC)c(=O)n3C[C@H]1[C@H](CO)[C@H]2C(=O)N(C)C	-22	-1	0	-10	/	-0.1	-9	5
C[C@H]1CN([C@@H](C)CO)S(=O)(=O)c2ccc(C#CC3CC3)cc2O[C@@H]1CN(C)Cc1ccccn1	3	1	-2	-34	-12	-0.9	2	-34
O=[N+]([O-])c1cnn(-c2nc(-c3cccs3)cc(C(F)(F)F)n2)c1	-1	1	0	8	9	1.1	9	4
CC1CCCN(c2oc(-c3cccc4ccccc34)nc2C#N)C1 (stereo unspecified)	/	/	7	-40	17	/	/	-30
CC1C=CCC2C(=O)N(c3cc(Cl)ccc3O)C(=O)C12 (stereo unspecified)	/	/	0	4	/	0.0	-3	20
CCN(CC)CCn1c2c(c(SCC(=O)Nc3cccc4ccccc34)nc1=O)CCCC2	2	-5	2	15	0	0.0	1	-2
CCCc1cc2c(O)ccc(O)c2c(=O)o1	0	11	/	/	/	0.6	1	15
O=C(N=C1SC2CS(=O)(=O)CC2N1Cc1ccccc1)C1CCCCC1 (stereo unspecified)	-6	3	-1	5	-8	0.0	0	/
COc1cccc(CN2CCN(C(=O)CCc3nnc(C4CCCCC4)o3)CC2=O)c1	-5	-3	-5	-7	-6	-0.2	-3	-10
CN(C(=O)c1cccc(NC(=O)Cc2ccc(NC(=O)C3CCN(C(=O)c4ccccc4)CC3)cc2)c1)C1CCCCC1	-2	19	-2	-2	1	0.0	-3	-16
CCc1cccc(-n2c(SCC(=O)c3c(N)n(C4CC4)c(=O)[nH]c3=O)nnc2N2CCOCC2)c1	0	-2	1	-2	-9	0.3	-3	-14
C[C@@H]1CN([C@H](C)CO)C(=O)Cc2cc(NS(=O)(=O)c3cccs3)ccc2O[C@H]1CN(C)C(=O)Nc1ccc(C(F)(F)F)cc1	3	-2	-4	-11	-3	-0.1	18	-12
COC(=O)c1ccc2nc(-c3ccc(C)cc3)c(Cc3ccc(OC)cc3C)n2c1	-2	-1	/	/	/	0.1	-3	-11
Cn1cnnc1Sc1ccc(C(F)(F)F)cc1[N+](=O)[O-]	/	1	/	/	3	0.1	-4	7
CC(C)(C)C(=O)N1CCN(c2ccc(NC(=O)c3ccco3)cc2)CC1	0	-1	0	-3	/	0.0	3	6
CN(C)c1ccc(C=C2SC(=S)NC2=O)cc1	-1	-2	4	-1	51*	0.0	4	-62
Nc1c(C(=O)NCc2ccc(Cl)cc2)sc2nc3c(c(C(F)(F)F)c12)CCC3	-1	0	-2	22	-2	/	6	-1
Cc1ccc(S(=O)(=O)N(C)C[C@H]2Oc3ccc(NC(=O)C4CC4)cc3CC(=O)N([C@H](C)CO)C[C@@H]2C)cc1	3	-1	54	23	5	-0.5	-5	-3
O=C(CCN1CCN(S(=O)(=O)c2ccc(Br)cc2)CC1)Nc1ccccc1F	-2	-2	2	-14	4	0.2	-2	5
CN(CCC#N)CC(=O)Nc1ccc(S(N)(=O)=O)cc1	-1	-6	0	-10	5	0.0	4	15
CCn1c2ccccc2c2cc(C#N)c(N)nc21	-4	3	0	/	-13	0.0	-1	-12

More records:
SMILES	SIRT5 block	ERAP1 HTS inh	Cneo AK release	Statin myotox sup	PGC1a acetyl inh	Xi reactivation	S100A4 MyoIIA	LGR2 inh
C[C@H]1CCCCO[C@@H](CN(C)S(=O)(=O)c2cn(C)cn2)[C@@H](C)CN([C@@H](C)CO)C(=O)c2cc(NS(=O)(=O)c3ccc(Cl)cc3)ccc2O1	4	-1	2	/	-14	0.0	6	-9
O=C(CC(=O)N/N=C\c1ccc(F)cc1)NCCc1ccccc1	11	10	/	/	2	0.1	3	-13
C[C@@H]1CN([C@@H](C)CO)C(=O)Cc2cc(NS(=O)(=O)c3ccccc3)ccc2O[C@H]1CN(C)C(=O)Nc1ccc2c(c1)OCO2	/	/	/	-27	-12	-0.9	/	-10
COc1ccc(CN(C)C[C@H]2Oc3ccc(NC(=O)Nc4ccccc4)cc3CC(=O)N([C@H](C)CO)C[C@H]2C)cc1	3	-3	1	22	11	0.0	4	11
Cn1nc(C(C)(C)C)cc1NC(=O)Nc1cc(Cl)cc(Cl)c1	0	-4	1	/	8	7.7	3	5
CC(Nc1nc(-c2ccc(F)cc2)cs1)c1nc2cc(Cl)c(N3CCCCC3)cc2n1CCCO (stereo unspecified)	/	0	0	-121	-13	0.0	-1	-6
Cc1ccc(-c2cnc3c(c2)C(=O)N([C@H](C)CO)C[C@H](C)[C@@H](CN(C)C(=O)c2cccc(F)c2)O3)cc1	-11	2	-3	8	-9	0.1	-8	42
COC(=O)C(CCC(C(=O)OC)N1C(=O)c2ccccc2C1=O)N1C(=O)c2ccccc2C1=O (stereo unspecified)	/	1	/	/	/	0.3	7	16
COC(=O)c1ccc(NC(=O)CCOc2ccccc2)cc1	0	1	/	/	/	0.1	13	-28
COc1cc(/C=N/NC(=O)c2cccnc2)ccc1OS(=O)(=O)c1ccc(F)cc1	/	/	4	-65	-11	/	/	-3
CCc1nc(SCC(=O)NCCc2ccccc2)n[nH]1	/	/	3	3	-1	/	/	13

2 entries from above in a different format.
Structure,SIRT5 block,ERAP1 HTS inh,Cneo AK release,Statin myotox sup,PGC1a acetyl inh,Xi reactivation,S100A4 MyoIIA,LGR2 inh
COc1ccc(CN(C)C[C@H]2Oc3ccc(NC(=O)Nc4ccccc4)cc3CC(=O)N([C@H](C)CO)C[C@H]2C)cc1,3,-3,1,22,11,0.0,4,11
Cn1nc(C(C)(C)C)cc1NC(=O)Nc1cc(Cl)cc(Cl)c1,0,-4,1,/,8,7.7,3,5

Some values from above.
Value for `Cn1nc(C(C)(C)C)cc1NC(=O)Nc1cc(Cl)cc(Cl)c1` under SIRT5 block: 0
Value for `Cc1ccc(-c2cnc3c(c2)C(=O)N([C@H](C)CO)C[C@H](C)[C@@H](CN(C)C(=O)c2cccc(F)c2)O3)cc1` under Xi reactivation: 0.1
